# TNAP act hiacc: increases human TNAP activity under high phosphate acceptor concentration. P05186. purified TNAP, CDP-star luminescence, 1 M DEA, 30 min; active compounds read high; 0 = EDTA background, 1 = DMSO-only activity. activation factor at 20 µM. 200,000 tested, under 10 active. AID 1136;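 active = activation factor at least 2 at 20 µM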
# Target sequence (P05186 whole entry, looked up): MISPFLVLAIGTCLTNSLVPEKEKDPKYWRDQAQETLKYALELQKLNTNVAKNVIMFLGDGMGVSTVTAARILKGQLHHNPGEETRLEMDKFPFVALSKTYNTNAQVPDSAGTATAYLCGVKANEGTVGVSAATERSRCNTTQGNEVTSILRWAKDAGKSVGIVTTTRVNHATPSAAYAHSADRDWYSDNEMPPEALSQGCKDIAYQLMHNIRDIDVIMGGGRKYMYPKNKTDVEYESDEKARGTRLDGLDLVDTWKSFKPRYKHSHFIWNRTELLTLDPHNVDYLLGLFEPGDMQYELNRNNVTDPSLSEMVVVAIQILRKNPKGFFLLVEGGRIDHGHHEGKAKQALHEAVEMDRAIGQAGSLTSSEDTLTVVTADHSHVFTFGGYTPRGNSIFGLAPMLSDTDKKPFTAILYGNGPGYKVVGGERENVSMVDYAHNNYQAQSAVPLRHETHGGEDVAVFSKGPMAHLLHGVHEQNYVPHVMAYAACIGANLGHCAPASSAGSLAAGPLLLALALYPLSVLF
#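 Assay system: human TNAP; Input: enzyme diluted 1/800 final; Reagent: CDP-star luminogenic substrate at 100 µM final; Timing: 30 min, room temperature; Signal: luminescence; Evaluation: TNAP activation factor scaled between EDTA and DMSO control wells.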
# TR-FRET SRC-2 ct: counter-screen for PPARgamma SRC-2 recruitment agonists: TR-FRET artefact; AID 1049; actives 0.4% (n = 200,000); active compounds read high; TR-FRET ratio at 8 µM; in the data active = TR-FRET ratio above about 2000; note: inactives centre near 1500
# PPARg SRC-3 ag: agonists of human PPARgamma SRC-3 coactivator recruitment; actives 0.26% (n = 200,000); AID 731; P37231; activation, % at 8 µM; biochemical PPARgamma/SRC-3 coactivator recruitment assay; in the data active = activation above about 23%;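 note: 0% = DMSO and 100% = reference agonist; some compounds past the cut are filed as inactive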
# Target sequence (P37231 whole entry, looked up): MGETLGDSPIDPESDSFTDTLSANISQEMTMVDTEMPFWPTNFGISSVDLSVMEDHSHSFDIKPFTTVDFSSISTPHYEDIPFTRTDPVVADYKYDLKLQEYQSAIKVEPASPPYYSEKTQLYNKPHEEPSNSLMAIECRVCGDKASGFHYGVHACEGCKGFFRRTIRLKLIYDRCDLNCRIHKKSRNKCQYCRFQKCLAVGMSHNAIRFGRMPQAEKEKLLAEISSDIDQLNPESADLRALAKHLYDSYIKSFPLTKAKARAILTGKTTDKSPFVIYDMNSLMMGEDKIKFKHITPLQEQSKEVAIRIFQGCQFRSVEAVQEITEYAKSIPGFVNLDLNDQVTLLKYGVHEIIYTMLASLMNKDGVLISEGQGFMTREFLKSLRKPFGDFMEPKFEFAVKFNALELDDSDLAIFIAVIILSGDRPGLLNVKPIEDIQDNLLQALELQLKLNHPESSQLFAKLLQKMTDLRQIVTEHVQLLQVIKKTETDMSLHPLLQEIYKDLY
# PPARg SRC-2 ag: agonists of SRC-2 recruitment by human PPARgamma; P37231; PPARgamma LBD-SRC-2 recruitment, biochemical; activation, % at 8 µM; actives 0.34% (n = 200,000); AID 1032; in the data active = activation above about 22%;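 note: 0% = vehicle and 100% = reference agonist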
# bIAP inh: intestinal alkaline phosphatase (bovine) inhibition; inhibition, % at 20 µM; AID 1019; 190,000 tested, under 10 active; purified bovine IAP, CDP-star luminescence, 30 min;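 active = over 50% inhibition of intestinal alkaline phosphatase at 20 µM in the single-dose screen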
#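 System: Purified bovine intestinal alkaline phosphatase (IAP) enzyme | Input: IAP diluted 1/65,000,000 in the well | Also added: CDP-star chemiluminescent phosphatase substrate, 30 µM final | Dosing: 20 µM single dose | Times: Enzyme reaction for 30 min at room temperature | Detection: Luminescence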
# HMGR II inh: E. faecalis class II HMG-CoA reductase inhibition; purified E. faecalis HMGR, NADPH absorbance 340 nm kinetic; inhibition, % at 10 µM; actives 0.41% (n = 190,000);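 active = inhibition above a set limit, the median over all tested compounds plus 3 SD, cut at about 9.5% in these data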;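 note: enzyme runs in reverse so mevalonate oxidation gives rising NADPH absorbance; 0% = complete reaction with DMSO and 100% = background rate lacking mevalonate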
# bIAP activator: increases bovine intestinal alkaline phosphatase activity; activation factor at 20 µM; actives 0.17% (n = 200,000); AID 1016; purified bovine IAP, CDP-star luminescence, 30 min; active compounds read high; fold of DMSO-control signal, blank-subtracted;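 active = activation factor of 2 or more at 20 µM, a signal rise over negative controls twice the positive control's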
# TNAP inh noacc: blocks human TNAP activity with no phosphate acceptor present. actives 0.26% (n = 200,000). inhibition, % at 20 µM. purified TNAP, CDP-star luminescence, 30 min. AID 1012. P05186;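 active = tissue-nonspecific alkaline phosphatase inhibition above about 50% at 20 µM in the single-dose screen, limit read from the data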;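 note: 0% = DMSO negative control and 100% = EDTA positive control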
# PPARg SRC-1 ag: promotes SRC-1 coactivator recruitment by human PPARgamma; P37231; PPARgamma-SRC-1 coactivator recruitment biochemical assay; actives 0.41% (n = 200,000); activation, % at 8 µM; in the data active = activation above about 19%;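 note: 0% = DMSO and 100% = reference agonist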
# TNAP inh hi DEA: blocks human TNAP under high phosphate acceptor concentration; purified TNAP, CDP-star luminescence, 1 M DEA; actives 0.03% (n = 200,000); P05186; inhibition, % at 20 µM;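 active = over 50% inhibition of tissue-nonspecific alkaline phosphatase at 20 µM in the single-dose screen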;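 note: plate controls were DMSO wells for no effect and EDTA-quenched wells as full inhibition for full effect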
# * hit, by the source's call.
SMILES,TNAP act hiacc,TR-FRET SRC-2 ct,PPARg SRC-3 ag,PPARg SRC-2 ag,bIAP inh,HMGR II inh,bIAP activator,TNAP inh noacc,PPARg SRC-1 ag,TNAP inh hi DEA
COc1ccc(C(=O)NC2=NCCS2)cc1S(=O)(=O)N1CCCCC1C (centres undefined),1,1390,-2,0,-17,-1,1.2,-6,1,-3
CCC(Oc1ccccc1)C(=O)Nc1nc2c(s1)C(=O)CC(C)(C)C2 (centres undefined),1.1,1482,-1,4,-7,-4,1.1,-7,4,-5
Cn1c(SCC(N)=O)nnc1C1CCN(C(=O)NCc2ccccc2)CC1,1,1494,-2,2,7,3,0.9,-14,-3,-4
CN(C)S(=O)(=O)c1ccc(C(=O)Nc2nnc(-c3cccs3)o2)cc1,1,1551,0,-1,-19,-2,1.2,-16,2,-1
CN(C)CCOCCOc1ccc(Cl)cc1C(C)(C)C,1.1,1611,6,2,1,-6,1,-4,7,-5
Cn1c(=O)c(C(=O)NCC2CCCO2)c(O)c2ccccc21 (centres undefined),1,1610,2,6,12,-4,0.9,-3,-1,-1
CCCCC(CC)CNS(=O)(=O)c1ccc2c(c1)CCN2C(=O)CCC(=O)O (centres undefined),1,1446,6,-7,-5,0,1.1,6,10,-1
Cc1cccc(-c2c3c(=O)n(C)c(=O)n(C)c3cn2-c2ccccc2O)c1,1,1452,3,1,-2,5,1,-6,3,-2
c1ccc2sc(NN=C3CCCCCC3)nc2c1,1,1453,2,-1,7,-3,0.9,-9,6,-2
CCS(=O)(=O)c1ccc2oc(SCC(=O)NC3CCCC(C)C3C)nc2c1 (centres undefined),1.1,1571,8,6,-12,-5,1.1,-13,2,-5
O=C(Nc1ccn(Cc2ccccc2F)n1)c1ccc(COc2ccc(Br)cc2)cc1,1,1508,2,9,26,-4,0.7,-7,10,-4
O=C(NC1CCCCCC1)C1c2ccccc2C(=O)N1CCCN1CCOCC1 (centres undefined),1,1714,7,-1,-2,-1,1,-20,0,-2
Cc1noc2ncnc(Oc3ccccc3Cl)c12,1,1426,-2,6,-11,1,1.1,-6,1,1
CCOC(=O)C1CCN(c2cc(=O)n(C3CCCCC3)c(=O)[nH]2)CC1,1.1,1579,12,12,3,-1,1,-10,4,-6
CCOC(=O)Cc1ccc(NCc2ccc(Cl)cc2)cc1,1,1641,1,5,5,5,1,-4,1,1
CN=c1scc(-c2cccs2)n1/N=C/c1ccc(O)c(O)c1O,0.9,1512,5,7,18,1,0.8,9,5,12
NS(=O)(=O)c1ccc(N=Nc2c(-c3ccccc3)[nH]n(-c3nc(-c4ccccc4)cs3)c2=O)cc1,0.8,1746,2,11,17,-8,0.8,16,16,25
Nc1nc(SCC(=O)Nc2ccc(Oc3ccccc3)cc2)n[nH]1,1.1,1686,-2,7,14,-2,0.9,-21,-2,-7
COc1ccc(C(=O)N(Cc2nc(-c3ccc(C)cc3)no2)C2CCCCC2)cc1OC,1,1559,3,14,-2,-3,1,-6,6,-4
CCOC(=O)Cn1nc(C)c(NC(=O)COc2ccccc2[N+](=O)[O-])c1C,1.1,1596,-2,5,-9,1,1.1,-9,1,-5
CC(=O)Oc1ccc(C(=O)[C@H]2[C@H]3C(=O)N(c4ccc5ccccc5c4)C(=O)[C@H]3[C@@H]3C=CC=NN32)cc1,1,1698,1,-1,8,-5,0.9,15,-3,2
CCOC(=O)C1C(=O)NC(N2CCN(Cc3ccccc3)CC2)=NC1c1ccccc1 (centres undefined),1,1535,-4,10,-32,-3,1.3,-4,-1,-2
O=C(c1ccc(N2CCCC2=O)cc1)N1CCCCCC1,1,1680,-9,-8,-3,-5,1,-5,0,-5
O=C(Nc1ccc(Oc2ccc(C(=O)O)c(C(=O)O)c2)cc1)c1cccs1,1.1,1502,-2,-3,1,1,1,-6,4,-5
CC(C)CNS(=O)(=O)c1ccc(CCC(=O)N2CCN(c3ccccc3)CC2)cc1,1,1535,3,2,-2,-2,1,-6,3,-4
N#Cc1nc(-c2cccs2)oc1NCc1ccc2c(c1)OCO2,1,1535,-6,7,11,6,0.9,-15,4,-5
CCN(CC(=O)Nc1ccc(NC(C)=O)cc1)c1ccc(C(F)(F)F)cn1,1,1488,4,2,-17,1,1.2,1,2,-2
CCOc1ccccc1CN1CCN(Cc2cn(C)nc2-c2ccccc2)CC1CCO (centres undefined),1.1,1728,1,1,8,-7,0.9,-9,12,-7
Cc1cccc(NC(=O)c2cnc3n(c2=O)CCS3)c1,1,1509,-5,-3,7,-6,0.9,-10,-3,-2
C=CCSc1nnc(-c2c[nH]c3ccccc23)n1CCOC,1,1443,2,4,10,-1,0.9,-12,10,-3
CCN(CC)Cc1oc(-c2ccccc2)cc1C(=O)O,1.1,1670,11,7,-4,-1,1,-7,8,-5
Clc1ccc2nc(CN3CCCCC3)cn2c1,0.9,1517,-12,-8,6,-6,0.9,-5,3,6
O=C(COC(=O)c1ccc([N+](=O)[O-])s1)NCc1ccccc1,1,1610,-3,-2,14,-2,0.9,11,-1,2
CC(C)c1nc(CNC(=O)c2cc(COc3c(F)cccc3F)on2)cs1,1.1,1655,4,13,3,2,1,-12,9,-6
CCN1C(=O)/C(=C/N(C(C)=O)c2ccccc2)N(c2ccccc2)C1=S,1,1576,6,-3,11,-5,0.9,0,0,4
CCOC(=O)C1=C(C)OC(N)=C(C#N)C1c1cc2ccccc2nc1N1CCCCC1 (centres undefined),1,1713,26*,15,10,-2,0.9,-10,15,-2
COc1ccc(/C=C/C(=O)c2ccncc2)c2ccccc12,0.9,1661,2,6,8,-3,0.9,-3,2,13
COc1cc(OC)c(NC(=O)CCNC(=O)Cn2cnc3ccccc3c2=O)cc1Cl,1,1752,1,12,6,-5,0.9,-3,1,1
C#CCNC(=O)C1=C[C@@H](c2ccc(Br)cc2)C[C@@H](OCc2ccc(CO)cc2)O1,1.1,1589,2,6,-10,-1,1.1,-14,9,-8
O=C(/C=C/c1ccc(Cl)c(Cl)c1)n1cccn1,1,1706,-7,9,-4,-7,1,-2,3,1
Fc1ccc(C2CCCCN2Cc2nc(CC3CC3)no2)cc1 (centres undefined),1,1451,1,-14,1,-2,1,-6,-6,-1
CCOC(=O)C(NC(=O)c1ccccc1)=C1CCCCC1,1,1514,5,13,9,1,0.9,-6,1,-1
O=C1CC(N2CCN(Cc3ccc4c(c3)OCO4)CC2)C(=O)N1Cc1ccc(N2CCCC2=O)cc1 (centres undefined),1,1363,0,1,-10,-4,1.1,-5,-6,0
O=CN(/C=C1\Sc2ccccc2C1=O)Cc1ccccc1,1,1589,4,6,14,-2,0.9,-5,0,3
COc1ccc(-n2c(C)c(C(C)=O)c(C(C)=O)c2C)cc1OC,1.1,1652,-9,2,3,-6,1,-13,-1,-6
Cc1cc(Cl)c(S(=O)(=O)NCc2ccccc2)cc1OCC(N)=O,1.1,1522,-5,-4,15,3,0.9,17,-2,-8
CCN(CC)S(=O)(=O)c1ccc(-c2nnc(SC)o2)cc1,1,1489,0,12,6,-4,0.9,-12,5,-3
COc1cc(CNc2ccc3[nH]c(=O)[nH]c3c2)cc(Br)c1OCC(=O)NC(C)(C)C,1.1,1642,5,6,-1,0,1,-2,1,-9

# An excerpt from above in order of the bIAP activator value, rising.
SMILES | bIAP activator
Cc1cc(Cl)c(S(=O)(=O)NCc2ccccc2)cc1OCC(N)=O | 0.9
COc1cc(CNc2ccc3[nH]c(=O)[nH]c3c2)cc(Br)c1OCC(=O)NC(C)(C)C | 1
C#CCNC(=O)C1=C[C@@H](c2ccc(Br)cc2)C[C@@H](OCc2ccc(CO)cc2)O1 | 1.1

# Next part:
SMILES,TNAP act hiacc,TR-FRET SRC-2 ct,PPARg SRC-3 ag,PPARg SRC-2 ag,bIAP inh,HMGR II inh,bIAP activator,TNAP inh noacc,PPARg SRC-1 ag,TNAP inh hi DEA
O=C(O)CCN1C(=O)/C(=C\c2ccncc2)SC1=S,1,1515,2,6,-1,-7,1,-65,1,-3
CCOc1nc(C)nc(NC(=O)NS(=O)(=O)c2ccccc2Cl)n1,1,1384,-2,-4,-4,-3,1,-10,7,-1
Cn1c(SCC(=O)O)nnc1C1CCCCC1,1.1,1503,0,-1,9,3,0.9,-15,2,-6
O=C(c1cc2nc(-c3cccs3)cc(C(F)(F)F)n2n1)N1CCCc2ccccc21,1,1341,7,3,-6,-5,1.1,4,-6,-2
O=C(NN=C1CCCC1)c1n[nH]c2c1CCC2,1,1559,6,1,-10,0,1.1,-15,3,-5
CCCCCNCc1cccc(Br)c1,1,1497,-6,7,18,1,0.8,-5,0,-1
Cc1cccc(NC(=O)c2ccc(S(=O)(=O)C(F)F)cc2)c1C,1,1413,6,6,-45,-2,1.5,-14,4,4
Cc1ccc(OC(=O)c2ccc3snnc3c2)cc1,1,1514,-10,4,2,2,1,-10,4,-3
CCOc1ccccc1NC1c2ccccc2C(=O)N1c1cccnc1 (centres undefined),1,1339,-7,1,10,-4,0.9,-11,-4,-5
CCn1ccnc1CN(C)Cc1nc(CCC(C)C)no1,1.1,1418,1,-9,-6,-4,1.1,-13,-5,-7
C=CCN=C1CC(C)(C)CC(=O)/C1=C(\O)c1ccccc1,1,1694,12,1,-1,-2,1,-12,-1,-3
O=C(c1cc(-c2cccnc2)nc2ccc(Br)cc12)N1CCN(c2ncccn2)CC1,1,1676,1,3,7,-1,0.9,2,5,-1
Cc1ccc(N2CCN(CCc3nc4cc(NC(=O)c5ccco5)ccc4n3C)CC2)cc1,1,1749,4,3,-10,2,1.1,-3,2,-2
CCOC(=O)N1CCN(C(=O)c2cc(S(=O)(=O)N3CCCC3)cn2C)CC1,1,1549,5,11,0,0,1,-2,4,-1
COc1ccc(-c2cc(C(=O)N3CCN(c4ccccc4)CC3)c3ccccc3n2)cc1,1,1424,5,-5,-14,-5,1.1,-3,-3,1
CCOC(=O)Nc1ccc2c(c1)N(C(=O)CN(CC)CC)c1ccccc1C=C2,1,1396,-11,4,-3,0,1,6,-5,-2
O=C(Oc1nsnc1N1CCOCC1)N(c1ccccc1)c1ccccc1,1,1603,3,9,-3,-5,1,-6,3,-5
CCCc1nc2oc(C(=O)c3ccccc3)c(N)c2c2c1COC(C)(C)C2,1,1504,5,7,5,0,1,-9,-1,-3
O=[N+]([O-])c1cc(Cl)ccc1Sc1cccc2cccnc12,1.1,1765,1,12,8,0,0.9,-12,4,-6
COc1ccc(C2=Nn3c(nnc3-c3ccco3)SC2)cc1OC,1,1453,0,3,6,-8,0.9,-7,4,-4
O=C1Nc2ccccc2N(O)N1c1ccc(Cl)cc1,1.1,1601,3,5,0,-5,1,-14,4,-7
O=C(Cc1ccc(-n2cnnn2)cc1)NC12CC3CC(CC(C3)C1)C2,1,1471,-12,-3,21,-2,0.8,-11,1,-1
